TDP1 inh – blocks human tyrosyl-DNA phosphodiesterase 1; recombinant TDP1, AlphaScreen DNA substrate cleavage; Potency, µM (series often up to 130 µM), for inactives: top-dose activity change, negative = inhibition, hits mostly inhibitors; 350,000 compounds, 0.28% hits; Q9NUW8; further: nearly all actives have a fitted effect of over 40% in size
Target sequence (Q9NUW8 whole entry, looked up): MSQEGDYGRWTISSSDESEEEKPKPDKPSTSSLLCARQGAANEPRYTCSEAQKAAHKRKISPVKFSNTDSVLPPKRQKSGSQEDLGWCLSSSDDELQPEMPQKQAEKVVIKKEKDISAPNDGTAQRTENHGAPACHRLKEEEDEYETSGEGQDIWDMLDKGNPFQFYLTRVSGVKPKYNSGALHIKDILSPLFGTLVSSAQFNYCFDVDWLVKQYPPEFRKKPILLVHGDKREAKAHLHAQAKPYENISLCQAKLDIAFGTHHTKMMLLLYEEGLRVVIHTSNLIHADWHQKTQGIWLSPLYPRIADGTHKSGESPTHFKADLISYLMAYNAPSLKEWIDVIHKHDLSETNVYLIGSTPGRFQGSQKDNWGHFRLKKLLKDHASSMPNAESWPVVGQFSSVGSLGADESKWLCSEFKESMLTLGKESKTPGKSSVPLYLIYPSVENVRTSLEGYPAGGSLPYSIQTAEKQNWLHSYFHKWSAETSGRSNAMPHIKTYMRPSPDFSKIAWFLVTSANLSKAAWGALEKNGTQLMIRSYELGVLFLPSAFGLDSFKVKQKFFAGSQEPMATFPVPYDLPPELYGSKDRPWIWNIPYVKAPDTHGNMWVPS
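Tdp1 1 nM final; 15 min RT w/ cpd; substrate 15 nM, 5 min; beads 10 ug/ml, 10 min; AlphaScreen read. Neg ctrl: no enzyme.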
DT40 TDP1 no CPT – qHTS for Inhibitors of human tyrosyl-DNA phosphodiesterase 1 (TDP1): qHTS in cells in absence of CPT. AID 686978, 2013. DT40 Tdp1-/- hTDP1 cells, no CPT, ATP luminescence, 48 h. 420,000 compounds, 15% hits. Potency, µM (series often up to 46.2 µM), inactives show at the highest dose activity change, negative = growth inhibition, usual class: inhibitors; further: nearly all actives have a fitted effect of over 55% in size
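Growth of hTDP1-complemented DT40 Tdp1-knockout cells is measured by ATP luminescence after at least 48 hr compound exposure at 37 °C, with DMSO substituting for the 20 nM CPT used in the parallel screen.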
DT40 TDP1 CPT – growth inhibition of DT40 Tdp1-/-;hTDP1 cells with camptothecin (screen for TDP1 inhibitors); 420,000 compounds, 12% hits; chicken DT40 Tdp1-/-;hTDP1 cells + 20 nM CPT, ATP luminescence, 48 h; Potency, µM (top dose mostly 46.2 µM), for the others: at the top dose activity change, negative = growth inhibition, hits mostly inhibitors; AID 686979; further: nearly all actives have a fitted effect of over 55% in size
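Cell growth measured by CellTiter-Glo luminescence after a minimum 48 h, 37 C compound exposure with 20 nM CPT in Tdp1-knockout DT40 cells stably expressing hTDP1, seeded 400/well; qHTS titration format.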
* = called active by the depositor; ? = inconclusive; . = no result given; & = joins results of further samples; [ ] = remark or other dose. The call rests on the fitted dose curve; in most records, active means well fitted curve in the direction sought with a large enough effect; inconclusive means small, poorly fitted or top-dose-only effect, or another doubt; inactive means no such curve, though single readings can be large; an effect the other way counts as inactive or inconclusive. On the % scale 0 is the no-effect control and ±100 the full control effect; potency means the concentration at half of the fitted maximal effect.

SMILES	TDP1 inh	DT40 TDP1 no CPT	DT40 TDP1 CPT
Cc1ccc(N(C(=O)c2snc(C(N)=O)c2N)C(CC(C)C)C(=O)NC2CCCC2)cc1 (configuration not stated)	1%[0.0935 µM]	?	?
Nc1nncn1C(=O)CCCOc1ccc(Cl)cc1Cl	3%	-7%	?
COc1cc(NC(=O)[C@H]2O[C@@H](n3cnc4c(N)ncnc43)[C@H](O)[C@@H]2O)cc(OC)c1OC	.	20%	0%
COc1ccc(CN2CCC2(C)C(=O)NCCNC(C)=O)c2ccccc12 (configuration not stated)	.	1%	8%
CC1(C)Cc2c(C#N)c(NCCN3CCOCC3)nc(-c3ccco3)c2CO1	4%	?	-13%
Cc1cc2nc(-c3cccc(Cl)c3)c(CC(C)(C)C)n2c(C)c1Br	.	?	?
COc1ccc(C(=O)CNc2ccccc2CO)cc1	-2%	-3%	14%
CN(Cc1ccccc1)C(=C(Cl)Cl)/C(=C1/NCCN1C)[N+](=O)[O-]	3%	9%	-8%
CCCN1C(=O)/C(=C\C=C2/Sc3ccccc3N2CCO)SC1=S	3%	?	?
CCCc1cc(C(=O)OC)c(NC(=O)c2cc(C)on2)s1	3%	-16%	-12%
COc1ccc(S(=O)(=O)N2CCN(C(=O)c3ccc(NC(C)=O)cc3)CC2)cc1	1%	15%	1%
COCc1c(C(=O)OCC(=O)N(C)C2CCS(=O)(=O)C2)oc2ccccc12 (configuration not stated)	-3%[56.1 µM]	2%	-16%
COc1cccc(C(=O)NNC(=O)C2CCCO2)c1 (configuration not stated)	9%	-3%	-1%
CSc1ccc(NC(=O)NCc2cccnc2)cc1	.	2%	6%
COCc1cc(C)n(CC(=O)NCC2CCCO2)c(=O)c1C#N (configuration not stated)	10%	9%	-1%
Cc1nc(-c2cccc(S(=O)(=O)N3CCCCCC3)c2)cs1	4%	?	-12%
CN(C(=O)COC(=O)CN1C(=O)C2CC=CCC2C1=O)c1ccccc1 (configuration not stated)	5%	-9%	-6%
CCOc1ccc(C(c2c(O)cc(C)n(CCOC)c2=O)N2CCC(C)CC2)cc1 (configuration not stated)	-5%	-2%	5%
COc1ccc(Nc2nnc(-c3ccc(O)cc3)c3ccccc23)cc1	8%	?	?
C=CC1=CCN(S(=O)C(C)(C)C)[C@@H]1CCO (some centres not stated)	.	-14%	-16%
C[C@H]1CN([C@@H](C)CO)C(=O)CCCn2cc(nn2)CO[C@@H]1CN(C)S(=O)(=O)c1ccc(-n2cccn2)cc1	.	-29%	-13%
O=C(Nc1cccc(O)c1)c1c(O)c2ccccc2[nH]c1=O	.	?	18µM*
COc1ccccc1N1CCN(CC(=O)c2c(N)n(C)c(=O)n(C)c2=O)CC1	-1%	?	-15%
Cc1c(-c2nsc(NC(=O)c3cccc(Cl)c3)n2)nnn1-c1ccccc1C(F)(F)F	3%	?	?
COC(=O)C1(C(=O)OC)C[C@H](/C=C/c2ccccc2)N(Cc2ccccc2OC)[C@@H]1c1cccc(Br)c1	.	?	?
COc1cccc(NC(=S)NC2CC(C)(C)NC(C)(C)C2)c1	0%	-11%	-1%
Cn1c(=O)[nH]c(=O)c2c1nc(SCC(=O)O)n2CCCc1ccccc1	.	-11%	4%
O=C(NNC(=O)c1ccccc1Cl)c1ccc2c(c1)OCCO2	-1%	-1%	-1%
COc1ccccc1C1N(c2ccc(Cl)cc2)C(=O)C2CCCN21 (configuration not stated)	-4%	-8%	0%
O=C(O)c1ccc(NC(=S)NC(=O)c2cncc(Br)c2)cc1	0%	-1%	4%

In another format: results already given
| Molecule | TDP1 inh | DT40 TDP1 no CPT | DT40 TDP1 CPT |
| --- | --- | --- | --- |
| O=C(NNC(=O)c1ccccc1Cl)c1ccc2c(c1)OCCO2 | -1% | -1% | -1% |
| COc1cccc(NC(=S)NC2CC(C)(C)NC(C)(C)C2)c1 | 0% | -11% | -1% |
| Cc1c(-c2nsc(NC(=O)c3cccc(Cl)c3)n2)nnn1-c1ccccc1C(F)(F)F | 3% | ? | ? |
| CN(C(=O)COC(=O)CN1C(=O)C2CC=CCC2C1=O)c1ccccc1 (configuration not stated) | 5% | -9% | -6% |

Next structures
SMILES	TDP1 inh	DT40 TDP1 no CPT	DT40 TDP1 CPT
COc1ccc([C@@H]2[C@H]3CN(C(C)=O)CC=C3C(C#N)=C(N)C2(C#N)C#N)c2ccccc12	2%	?	?
CCOC(=O)C1=C(N)N2C(=O)CSC2=C(C(=O)OC)C1	6%	?	-6%
CS(=O)(=O)c1ccc2nc(NC(=O)c3ccccc3)sc2c1	.	?	-27%
Cc1ccc(OCC(=O)NCc2cccs2)cc1	0%	-2%	-13%
Nc1nc(Cl)nc2c1ncn2[C@@H]1O[C@H](CO)[C@@H](O)[C@@H]1F	.	0.0021µM*	0.0021µM*
Cc1cccc(-n2c(=O)c3c(n4cnnc24)-c2ccccc2CC32CCCCC2)c1	4%	?	?
COc1ccc(Cl)cc1N(CC(=O)N/N=C/c1ccc(OC(C)C)cc1)S(=O)(=O)c1ccc(C)c([N+](=O)[O-])c1	3%	-19%	-16%
COC(=O)CSc1nnc(CCc2ccccc2)n1C	2%	0%	-9%
Cc1nc2cc(-c3sccc3-n3cccc3)nn2c(C)c1C	-2%	0%	-28%
O=C(Cn1cc(C(=O)C2CCCCC2)c2ccccc21)NCC1CCCO1 (configuration not stated)	-4%	-2%	3%
COc1ccc(-c2cc(C(=O)N3CCN(c4ccc(F)cc4)CC3)no2)cc1OC	-5%&6%	?	?
COc1cccc(OCc2cc(C(=O)N3CCN(C(=O)c4ccco4)CC3)no2)c1	5%	-25%	?
O=C1C2=C(SCCS2)C(=O)N1CCCO	2%	-6%	-1%
Cn1c2ccccc2c2cc(C(=O)NNS(=O)(=O)c3ccc(F)cc3)sc21	6%	?	?
CC(=O)N(C1=C(Cl)C(=O)c2ccccc2C1=O)c1ccc(C(=O)O)cc1	.	?	?

One compound at a time, as listed above. Values in the order: TDP1 inh | DT40 TDP1 no CPT | DT40 TDP1 CPT
O=C(O)c1ccc(NC(=S)NC(=O)c2cncc(Br)c2)cc1 as listed: 0% | -1% | 4%
COc1cccc(OCc2cc(C(=O)N3CCN(C(=O)c4ccco4)CC3)no2)c1 as listed: 5% | -25% | ?
COC(=O)C1(C(=O)OC)C[C@H](/C=C/c2ccccc2)N(Cc2ccccc2OC)[C@@H]1c1cccc(Br)c1 as listed: . | ? | ?
C[C@H]1CN([C@@H](C)CO)C(=O)CCCn2cc(nn2)CO[C@@H]1CN(C)S(=O)(=O)c1ccc(-n2cccn2)cc1 as listed: . | -29% | -13%
C=CC1=CCN(S(=O)C(C)(C)C)[C@@H]1CCO (some centres not stated) as listed: . | -14% | -16%

Further structures:
SMILES	TDP1 inh	DT40 TDP1 no CPT	DT40 TDP1 CPT
COc1cccc(C2C(C#N)=C(N)N(c3ncn[nH]3)C3=C2C(=O)CCC3)c1 (configuration not stated)	5%	7%	1%
Cc1cccc2c(=O)cc(CSCC(=O)Nc3ccc(Cl)cc3)[nH]c12	.	-29%	-27%
COC(=O)c1sc2ncn(CC(=O)NCCc3ccc(OC)c(OC)c3)c(=O)c2c1C	6%	15%	0%
CCc1ccc(OCc2nc(-c3ccc(-n4cccc4)cc3)no2)cc1	5%	-15%	1%
Cc1c(CCC(=O)O)c(=O)oc2cc(OCc3cccc(F)c3)ccc12	.	-7%	-1%
N#Cc1ccccc1OCC(=O)Nc1cc(S(=O)(=O)N2CCCCC2)ccc1N1CCOCC1	.	?	?
O=c1c(-c2ccc(Cl)cc2)nc2cnc(N3CCNCC3)nc2n1Cc1cccs1	.	21µM*	6.5µM*
COc1ccc(CCN2CC(C(=O)NCC(=O)Nc3ccc(F)c(F)c3)CC2=O)cc1OC (configuration not stated)	0%	2%	3%
CC1CCN(c2ccc3nnc(CCC(=O)Nc4cc(F)ccc4F)n3n2)CC1	2%	13%	-10%
CN(C)CCCNc1nc2cc(-c3ccn[nH]3)sc2c(=O)n1C	.	-20%	-1%
Cc1cc(C)cc(OCC(=O)Nc2ccc(-c3nc4ccccc4o3)cc2)c1	0%[2.28 µM]	?	?
CCOC(=O)C1=C[C@@H](CC)N(S(=O)(=O)c2ccc(C)cc2)[C@H]1c1cccc(Cl)c1	.	21µM*	?
CCOC(=O)N1CCN(C(=O)CSCC(=O)Nc2nc(-c3cccs3)cs2)CC1	2%	?	?
Cc1cccn2c(NC(=O)c3cccs3)c(-c3ccccc3)nc12	3%	-20%	4%
Cc1ccc(-c2nn(CCC(=O)Nc3ccc(Cl)c(Cl)c3)c(=O)c3ccccc23)cc1	3%	23µM*	?
NS(=O)(=O)c1ccc(NC(=O)c2ccc(S(=O)(=O)N3CCc4ccccc43)cc2)cc1	0%	?	?
CN(C)CCCN(C(=O)c1ccc(C(=O)c2ccccc2)cc1)c1nc2cc3c(cc2s1)OCCO3	9%	-20%	-30%
Cc1ccccc1NC(=O)CSc1nnc2ccc(-c3cccnc3)nn12	4%	-7%	-25%
CCCCNC(=S)N(C)N=C1CCC(c2ccccc2)CC1 (configuration not stated)	10%	?	?
O=C(NCCN1CCN(Cc2ccccc2)CC1)C1CC(=O)N(C2CCCC2)C1 (configuration not stated)	2%	-12%	-12%
O=C(Cn1cnc(S(=O)(=O)N2CCCC2)c1)Nc1cccc(Br)c1	0%&3%	7%&-1%	-13%&-4%
CCOC(=O)N1CCC(NC(=O)CCc2c(C)nc3ncnn3c2C)CC1	5%	1%	2%
CC(=O)Nc1ccc(C(=O)NN2C(=O)c3ccccc3C2=O)cc1	-2%	0%	1%
O=C1NCCCc2c1oc1cc(Br)c(O)c(Br)c21	-5%	?	16µM*
Cc1c(C)c2ccc(OCC(=O)N3CC[C@@]4(O)CCCC[C@H]4C3)c(C)c2oc1=O	.	?	-30%
COc1ccccc1NC(=O)C1CCCN(c2nnc(C)c3c(C)n(-c4ccccc4)nc23)C1 (configuration not stated)	6%	8.2µM*	16µM*
CC(=O)c1cc(-c2ccc(F)cc2)n(CCC(=O)Nc2cc(C)[nH]n2)c1C	9%[56.1 µM]	-22%	9%
N#CC1=C(N)NC(SCC(=O)Nc2ccccc2)=C(C#N)C12CCCCC2	2%	23µM*	?
O=C1NC[C@H](CCCCN2C[C@H](Cc3ccc(O)cc3)N(CCc3ccc(O)cc3)C(=O)C2=O)N(Cc2ccccc2)C1=O	.	-17%	-5%
COc1ccc(-c2cc(C(=O)N/N=C/c3cccnc3)c3ccccc3n2)cc1	4%	?	9.2µM*
CC(=O)C(Cc1ccc(Cl)nc1)(Cc1ccc(Cl)nc1)C(C)=O	3%	4%	-8%
COc1ccc(/C=C/C(=O)NCC(=O)N/N=C/c2cccs2)cc1	3%	-21%	-19%
COc1cccc(CNC(=O)c2sc3nc[nH]c(=O)c3c2C)c1	3%	-22%	?
CN1C(=O)C(C)(C)c2cc(S(=O)(=O)NCC3CCC(C(=O)NC4CCCCC4)CC3)ccc21 (configuration not stated)	2%	-5%	?
COc1ccccc1CNC(=O)CCCn1c(=O)c2ccccc2n(Cc2ccc(C)cc2)c1=O	1%	?	?
Cc1ccc(NC(=O)CNc2cccc(S(=O)(=O)N3CCCC3)c2)cc1F	0%	?	-20%
NC(=O)c1ccc(NC(=O)COC(=O)C2CCN(S(=O)(=O)c3cccs3)CC2)cc1	-5%	-10%	1%
COC(=O)[C@H](Cc1ccccc1)[C@@H](C)OS(N)(=O)=O	.	-12%	1%
O=C(NC(=S)Nc1ccc(-c2ccc(CO)o2)cc1)c1cccs1	1%	?	-13%
COC(=O)c1ccc2nc(C3CCCCC3)c(Cc3ccccc3C(F)(F)F)n2c1	.	?	?
Cc1noc(C(=O)N2CC3(C)CC2CC(C)(C)C3)c1Cl (configuration not stated)	-1%	18µM*	?
Cc1nc2cc(-c3ccccc3)sc2c(=O)n1N	-8%	?	16µM*
CC(=O)c1cccc(NC(=O)NN2CCN(C)CC2)c1	0%	0%	15%
CCOc1ccc(OCC)c(NC(=O)C2CCCN2S(=O)(=O)c2cccc3cccnc23)c1 (configuration not stated)	6%	18µM*	15µM*
COc1cc(NC(=O)C/C(C)=N/NC(=O)C2CCCCC2)c(OC)cc1Cl	10%	-10%	-10%
O=C(O)c1cn(-c2ccccc2)c(=O)c2ccccc12	4%	3%	6%
C[N+]1=C(/C=C/Nc2ccccc2Cl)C(C)(C)c2ccccc21	9%	12µM*	23µM*
CC(=O)N1CCOc2cc(S(=O)(=O)NCc3ccc(C)cc3)c(C)cc21	8%	-14%	-10%
Cc1ccc(NC(=O)c2ccc(CSc3nnc(C)s3)cc2)cc1	-4%	-27%	-2%
Cc1c(C(=O)N2CCC(C(=O)Nc3ccc(F)cc3)CC2)sc2nc[nH]c(=O)c12	8%	-9%	-1%
COc1ccc(C(=O)NC2CCN(C(=S)Nc3cc(C)cc(C)c3)CC2)cc1	3%	11%	-17%
COC(=O)c1ccccc1NC(=O)n1cc(C)cn1	2%	-16%	-5%
CCC(Oc1ccccc1)C(=O)N1CCN(c2ccccn2)CC1 (configuration not stated)	5%	?	-5%
